# High-throughput results as filed in PubChem.
# KB-3-1 tox: qHTS assay for MDR1-selective chemotherapeutics: Primary screen using the parental adenocarcinoma cell KB-3-1 | KB-3-1 viability, CellTiter-Glo ATP luminescence, 72 h | Potency, µM (highest dose often 46.1 µM), inactives show at the highest dose activity change, negative = cytotoxic, actives largely listed as cytotoxic | 400,000 tested, 1.4% active; also: potency is read from the fitted curve at half-maximal effect; % is scaled to controls: 0 for no effect and ±100 for the full control effect; nearly all actives have a fitted effect of over 60% in size
#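 Cytotoxicity measured as CellTiter-Glo luminescence after 72 h at 37 C. Compound titrations were pinned onto drug-naive KB-3-1 parental adenocarcinoma cells grown in DMEM with 10% FBS, and normalized data fitted to concentration-response curves.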
# ATXN2 expr inh: Primary qHTS for Inhibitors of ATXN expression | HEK-293 ATXN2-luciferase reporter, luminescence, 24 h | Potency, µM (titrated, usually from 57 µM), for inactives: top-dose activity change, negative = inhibition, actives largely listed as inhibitors | 360,000 tested, 0.72% active | AID 1745845, 2022; also: potency is read from the fitted curve at half-maximal effect; % is scaled to controls: 0 for no effect and ±100 for the full control effect; nearly all actives have a fitted effect of over 55% in size
#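 qHTS (up to 57 uM final) was run with 24 h compound exposure of reporter cells at 37 °C. Each well was multiplexed: SteadyGlo luminescence measured ATXN2-luciferase expression after a fluorogenic Gly-Phe-AFC viability readout (25 uM final).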
# MCF10A rerep: A quantitative high throughput screen for small molecules that induce DNA re-replication in MCF 10a normal breast cells; 350,000 tested, 2.9% active; MCF 10A DNA re-replication, Hoechst nuclear intensity, 48 h; Potency, µM (doses to about 46.1 µM), for the others: at the top dose activity, positive = re-replication, usual class: activators; also: potency is read from the fitted curve at half-maximal effect; % of control where 0% means no effect; nearly all actives have a fitted effect of over 50% in size
# HepG2 tox: qHTS for Inhibitors of TGF-b: Cytotox Counterscreen; HepG2 CAGA-GFP viability, ATP luminescence, 18 h; Potency, µM (doses to about 46.1 µM), without a hit: top-dose activity change, negative = cytotoxicity, hits mostly cytotoxic; 410,000 tested, 0.76% active; also: potency is read from the fitted curve at half-maximal effect; some results filed as inactive show a strong effect at the top dose
#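 HepG2 CAGA-GFP cells (1000/well, DMEM with 1% FBS) received compound, then TGF-beta at 500 pg/mL final, and were incubated 18 hours at 37 degrees C. Viability was read by CellTiter-Glo luminescence. Media-only wells were set as complete cell-killing and DMSO as no toxicity.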
# HT1080 IDH1KD tx: qHTS for induction of synthetic lethality in tumor cells producing 2HG: qHTS for the HT-1080-IDH1KD cell line; HT-1080 IDH1 knockdown viability, ATP luminescence, 48 h; 360,000 tested, 2% active; Potency, µM (doses to about 46.1 µM), for inactives: at the top dose activity, negative = toxicity, actives largely listed as cytotoxic;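 also: potency is read from the fitted curve at half-maximal effect; 0% = DMSO wells and -100% = cell-free medium wells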
#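 Cytotoxicity counter-line: IDH1KD HT-1080, 48 h, CellTiter-Glo. Curves classed by r2, magnitude and activity.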
# IL1B secr inh: qHTS for Inhibitors of Inflammasome Signaling: IL-1-beta AlphaLISA Primary Screen. THP-1 LPS/ATP IL-1B secretion, AlphaLISA, 16 h; stronger effect = lower value. activity change, % at 57.5 µM. 360,000 tested, 4.7% active. AID 743279, 2014; in the data active = activity change below about -50%; inconclusive = mostly about -30% to -49%; also: % is scaled to controls: 0 for no effect and ±100 for the full control effect
#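 Secreted IL-1B measured by AlphaLISA bead assay after 16 h compound exposure of THP-1 cells; compounds (final up to 57.5 uM) added 1 h before LPS (250 ng/mL) and ATP (1.25 mM) stimulation; lower signal means less secretion.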
# SW480 rereplic: A quantitative high throughput screen for small molecules that induce DNA re-replication in SW480 colon adenocarcinoma cells | SW480 DNA re-replication, Hoechst DNA content imaging, 48 h | Potency, µM (doses to about 46.1 µM), for inactives: at the highest dose re-replication activation, hits mostly activators | 340,000 tested, 1.8% active | AID 624297, 2012; also: potency is read from the fitted curve at half-maximal effect; % of control where 0% means no effect; nearly all actives have a fitted effect of over 55% in size
#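 Per well, 250 cells were exposed to pinned compound for 48 hr. Nuclear DNA was visualised with Hoechst (40 min, 37 C) and total object intensity recorded by fluorescence scanning.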
# S2 tox: Viability Counterscreen for Primary qHTS for Inhibitors of ATXN expression | Potency, µM (doses to about 56.7 µM), most hits filed as cytotoxic | AID 651635, 2014 | S2 cells (HEK-293 line with an ATXN2-luciferase reporter) viability, CellTiter-Fluor protease fluorescence, 24 h | 400,000 tested, 0.49% active; also: potency is read from the fitted curve at half-maximal effect; nearly all actives have a fitted effect of over 40% in size
# HT1080-NT tox: qHTS for induction of synthetic lethality in tumor cells producing 2HG: qHTS for the HT-1080-NT fibrosarcoma cell line | HT-1080-NT fibrosarcoma viability, CellTiter-Glo ATP luminescence, 48 h | AID 686970, 2013 | Potency, µM (top dose mostly 46.1 µM), inactives show at the top dose activity, negative = less viability, usual class: cytotoxic | 360,000 tested, 1.6% active;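 also: NT is the 2HG producing partner of a matched IDH1 knockdown line; potency is read from the fitted curve at half-maximal effect; 0% = DMSO-treated cells and -100% = media-only wells without cells; nearly all actives have a fitted effect of over 55% in size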
#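 A 48-hour cytotoxicity screen used HT-1080-NT cells plated 2 hours before compound delivery. ATP-based CellTiter-Glo luminescence measured viability, normalized to DMSO and no-cell controls.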
# * hit, by the source's call; i = inactive; ? = inconclusive; / = not tested or not shown; [ ] = remark or other dose. Unless noted, calls follow the shape of the dose curve; as a rule, active = well fitted curve in the direction sought with a large enough effect; inconclusive = small, poorly fitted or top-dose-only effect, or another doubt; inactive = no such curve, though single readings can be large; an effect the other way counts as inactive or inconclusive.
# The line under a structure holds: KB-3-1 tox, ATXN2 expr inh, MCF10A rerep, HepG2 tox, HT1080 IDH1KD tx, IL1B secr inh, SW480 rereplic, S2 tox, HT1080-NT tox
O=C1NC(Cc2ccccc2)c2nc3ccccc3c(=O)n2-c2cc3ccccc3cc21 (stereo not given)
 : 13µM*, ?, /, -4.8%, 9.2µM*, -5.4, /, ?, ?
Fc1ccc(Nc2ncnc3sccc23)cc1
 : 17.1%, 9.1%, ?, -14.8%, -6.4%, -10.9, -2.5%, i, -17.7%
CCOC(=O)c1c(S(=O)(=O)NC2CCN(C(=O)OCC)CC2)c(C)n(C)c1C
 : -0.5%, /, -3.3%, -4.8%, -0.7%, 1.0, -1.3%, i, 0.0%
CCOC(=O)C1NN=C(C(=O)c2ccc(C)cc2)C1c1ccc(C)cc1 (stereo not given)
 : -3.0%, 4.6%, 13.1%, 1.4%, -0.1%, ?, -4.2%, i, 0.3%
Cc1nc2cc(NC(=O)N3c4ccccc4CC3C)ccc2o1 (stereo not given)
 : -2.5%, 6.8%, 14.0%, -29.4%, -6.1%, 8.0, -7.0%, i, 7.9%
Cc1cc(NC(=O)CSc2nnc(Cc3cccn3C)n2CCc2ccccc2)no1
 : 4.2%, -10.1%, 9.0%, -2.6%, 0.6%, -3.7, -2.5%, i, -4.5%
COc1cnn(-c2cccc(C)c2)c(=O)c1Cl
 : 2.7%, 8.2%, ?, 1.2%, 7.1%, ?, ?, i, 4.8%
CCOC(=O)c1ccc(N(C(=O)CNC(=O)c2ccco2)C(C(=O)NCC2CCCO2)c2ccc(OC)c(OC)c2)cc1 (stereo not given)
 : -1.1%, -0.6%, ?, -0.1%, -0.2%, 21.1, ?, i, -1.5%
CSc1ccc(CNc2nc3ccccc3n3cnnc23)cc1
 : 1.2%, -8.3%, 12.6%, 13.8%, 9.3%, -6.4, ?, ?, ?
Fc1ccc(-c2csc(-c3cccnc3)n2)cc1F
 : 2.7%, 43.3%[activator], 9.8%, 3.1%, 0.4%, 37.3, -7.5%, i, -2.9%
Cn1nc(C(F)(F)F)c(-c2ccc(Br)cc2)c1NC(=O)c1nccnc1C(=O)O
 : 4.5%, -24.4%, -4.5%, -40.5%, 23.7%, 1.4, -29.8%, i, 15.0%
CSCCC(NC(=O)c1ccccc1Cl)C(=O)N1CCCCC1 (stereo not given)
 : -11.0%, /, 20.8%, -13.0%, -8.0%, -1.1, 1.1%, i, -0.1%
COC(=O)c1ccc(CN2C(=O)NC3(CCCCC3C)C2=O)o1 (stereo not given)
 : -3.5%, -2.5%, ?, 2.2%, 5.5%, 18.1, -1.4%, i, 11.3%
CCOc1cc(OCC)cc(C(=O)NCCN2CCC(n3c(=O)[nH]c4ccccc43)CC2)c1
 : -10.9%, 2.9%, /, /, ?, ?, /, i, ?
Cc1nnc(SC(C(=O)Nc2cc(Cl)cc(Cl)c2)c2ccccc2)[nH]c1=O (stereo not given)
 : -0.9%, /, ?, -61.5%, -9.8%, 11.0, -65.3%[inhibitor], i, -1.6%
COc1ccc(C(=O)C(C)OC(=O)C2CC3CCCC(C2)C3=O)cc1 (stereo not given)
 : 2.1%, /, /, -53.1%, -0.4%, -3.6, /, i, 12.5%
COc1ccc(N(C(=O)c2cccc(C)c2)S(=O)(=O)c2ccc(Cl)cc2)cc1
 : -1.7%, ?, /, -44.9%, /, /, /, i, /
COC(=O)c1c(NC(=O)COC(=O)[C@@H](NS(=O)(=O)c2cccc(Cl)c2)C(C)C)sc2c1CCC2
 : -14.5%, 5.4%, 10.6%, 4.0%, -4.4%, 17.2, -6.0%, i, -2.1%
Cc1nn(-c2cc(N(S(C)(=O)=O)S(C)(=O)=O)c(Cl)cc2Cl)c(=O)n1C
 : 16.0%, -4.5%, 0.7%, 0.3%, 23.1%, -3.4, -2.1%, i, 8.7%
CC(C)CNC(=O)COC(=O)CCC(=O)c1cccs1
 : 0.1%, /, 0.3%, 2.8%, 0.2%, 9.0, -97.4%[inhibitor], i, 10.1%
C#CCOCCOCCOCCNc1nc(N2CCN(C(=O)CCCCCCCCCCNC(=O)[C@H](CCCCN)n3cc(CCO)nn3)CC2)nc(N2CCN(C(=O)CCCCCCCCCCNC(=O)[C@H](CCCCN)n3cc(CCO)nn3)CC2)n1
 : 0.0%, -8.2%, ?, -23.7%, -2.5%, -54.8*, 16.8%, ?, -6.4%
CC(=O)Nc1ccc(C)c(NS(=O)(=O)c2cccc(C(F)(F)F)c2)c1
 : 9.2%, 7.2%, -5.2%, 1.2%, 1.4%, 12.1, 0.2%[9.22 µM], i, -9.8%
CCC(=O)N(Cc1ccc2c(c1)OCO2)Cc1cc2cc(OC)ccc2[nH]c1=O
 : -0.8%, -3.1%, 4.5%, -23.6%, -10.7%, 5.3, -8.1%, i, -0.1%
COc1ccc(C(C)=O)cc1CSc1nncn1C
 : 11.5%, 16.3%[11.3 µM], -0.4%, 0.2%, 2.0%, 8.1, -1.0%, i, 0.2%
CCCn1cc(S(=O)(=O)CC(=O)NC2CCCCC2)c2ccccc21
 : 9.3%, 6.2%, 0.4%, 2.5%, 14.3%, 5.2, -2.3%, i, -20.6%
O=C1c2ccccc2C(=O)N1/N=C/c1ccc(O)c(O)c1O
 : 3.2%, -12.2%, -8.2%, 0.5%, -2.9%, -1.1, -4.0%, i, -6.8%
FC(F)Sc1ccc(NC(=S)NCC2CCCCC2)cc1
 : ?, ?, ?, -105.1%, ?, -92.0*, ?, ?, ?
CC(C)c1cc(C(C)C)c(S(=O)(=O)NNC(=O)c2ccncc2)c(C(C)C)c1
 : 2.2%, 1.2%, -0.5%, -0.9%, 21.4%, 0.3, -129.2%[inhibitor], i, 17.9%
COc1ccc(OC)c(S(=O)(=O)N2CCCC(C(=O)NCc3ccco3)C2)c1 (stereo not given)
 : -6.0%, 12.1%, 1.5%, -1.0%, 12.6%, -2.3, -4.5%, i, 2.7%
Cc1ccc(N(CN2CCCC2=O)C(=O)c2ccc(C)c(C)c2)cc1
 : -16.9%, 3.6%, 5.5%, 4.4%, 0.0%, -21.5, -7.7%, i, 5.6%

# The final four records of the section before open the next one.
# The line under a structure holds: KB-3-1 tox, ATXN2 expr inh, MCF10A rerep, HepG2 tox, HT1080 IDH1KD tx, IL1B secr inh, SW480 rereplic, S2 tox, HT1080-NT tox
FC(F)Sc1ccc(NC(=S)NCC2CCCCC2)cc1
 : ?, ?, ?, -105.1%, ?, -92.0*, ?, ?, ?
CC(C)c1cc(C(C)C)c(S(=O)(=O)NNC(=O)c2ccncc2)c(C(C)C)c1
 : 2.2%, 1.2%, -0.5%, -0.9%, 21.4%, 0.3, -129.2%[inhibitor], i, 17.9%
COc1ccc(OC)c(S(=O)(=O)N2CCCC(C(=O)NCc3ccco3)C2)c1 (stereo not given)
 : -6.0%, 12.1%, 1.5%, -1.0%, 12.6%, -2.3, -4.5%, i, 2.7%
Cc1ccc(N(CN2CCCC2=O)C(=O)c2ccc(C)c(C)c2)cc1
 : -16.9%, 3.6%, 5.5%, 4.4%, 0.0%, -21.5, -7.7%, i, 5.6%
O=C(Nc1ccc(Cl)cc1F)c1cnc2sc(N3CCOCC3)nn2c1=O
 : -16.2%, 11.2%, /, -1.3%, /, /, /, i, /
COc1ccc(S(=O)(=O)NCCc2c[nH]c3ccccc23)cc1OC
 : 13.8%, -11.9%, -1.2%, 1.8%, 7.5%, 3.7, -1.3%, i, 6.2%
C=C(C)C1CCC2(C(=O)O)CCC3(C)C(CCC4C5(C)C(C=O)C(O)C(C)(C)C5CCC43C)C12 (stereo not given)
 : -2.6%, ?, ?, -27.3%, -27.8%, 7.6, -3.1%, ?, -26.9%
COCCn1c(COc2ccccc2)nnc1SCC(N)=O
 : 2.1%, -4.7%, -0.1%, -12.8%, -6.6%, 5.6, -5.9%, i, 8.4%
CC(OC(=O)Cn1[nH]c(=O)c2ccccc2c1=O)C(=O)NC1(C#N)CCCCC1 (stereo not given)
 : 2.9%, 2.2%, -0.6%, -7.2%, -2.1%, 25.9, -4.2%, i, -0.4%
Cc1c(C(=O)NNC(=O)c2csc(N3CCOCC3)n2)cccc1[N+](=O)[O-]
 : 34.1%, 7.1%, 4.1%, 5.8%, 4.1%, -1.1, -6.7%, i, 5.4%
COCCOC(=O)c1c(C)oc2ccc(NS(=O)(=O)c3cccs3)cc12
 : 7.5%, 1.2%, 5.1%, -2.1%, -1.1%, -0.2, 7.4%, i, -0.4%
COc1ccccc1Cn1c(C(C)C)nc2ccccc21
 : -20.9%, /, ?, -14.0%, -3.3%, 1.6, -9.4%, i, -28.8%
CN1CCN(C2Cc3cc(F)ccc3Sc3ccc(Cl)cc32)CC1 (stereo not given)
 : -2.1%, /, 20.6µM*, -104.9%, ?, ?, ?, ?, -23.7%
CC(C)[C@H](NC(=O)[C@@H]1CSC2c3ccccc3C(=O)N21)C(=O)NCC1CCCO1 (stereo not given in full)
 : -7.2%, 2.5%, 1.2%, 4.4%, 8.4%, 3.8, -28.0%, i, 21.5%
O=C(CN1C(=O)CCc2cc(S(=O)(=O)N3CCOCC3)ccc21)NCc1ccccc1
 : -0.7%, 2.6%, /, 0.0%, /, /, /, i, /
CCC(CC)N1CCN(CC2CC=CCC2)CC1 (stereo not given)
 : ?, ?, 25.0%, -1.1%, ?, -3.4, -1.3%, i, 22.9%
COC(=O)c1c(-c2cccs2)csc1NC(=O)CSc1ncnc2sc(C)c(C)c12
 : -20.9%, -16.4%, 4.0%, 4.9%, -23.9%, 32.1, -6.2%, i, -4.0%
Cc1ccccc1NC(=S)Nc1ccc2cn[nH]c2c1
 : 5.6%, 22.6%, 14.0%, 22.7%, 14.9%, -9.5, -2.7%, i, 21.3%
